Source: PubChem (National Center for Advancing Translational Sciences (NCATS))
GLS inhibitor = inhibitors of human glutaminase (GLS) | O94925 | GLS enzymatic activity, qHTS titration | Potency, µM (top dose mostly 45.5 µM), for the others: at the top dose activity change, negative = inhibition, most hits filed as inhibitors | hit rate 0.21% among 410,000; note: potency is the fitted concentration of half-maximal effect; % is set by controls: 0 for no effect and ±100 for the full control effect
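Assay buffer: 45 mM KH2PO4 pH 8.2, 0.02% Tween-20. hKGA acts on L-glutamine (1 mM solution added); product glutamate is reported by an oxidase/peroxidase Amplex Red coupling, with fluorescence taken at baseline and 30 min.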
HP1b binding inh = blocks HP1-beta chromodomain binding to methylated histone tails; P83916; AlphaScreen HP1-beta / biotin-H3K9me3 peptide binding; Potency, µM (titrated, usually from 114 µM), for inactives: at the highest dose activity change, negative = inhibition, actives largely listed as inhibitors; hit rate 0.56% among 390,000; AID 540317; note: potency is the fitted concentration of half-maximal effect; nearly all actives have a fitted effect of over 70% in size; inactives centre near 23
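HP1-beta protein (50 nM final) preincubated 30 min at room temperature with biotinylated H3(1-18)K9me3 peptide (50 nM) in PBS pH 7.4, 0.01% Tween-20, then compound added for 30 min. AlphaScreen streptavidin donor/nickel chelate acceptor beads (10 ug/mL final), 30 min dark, luminescence read.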
G9a inh = inhibitors of human histone lysine methyltransferase G9a; Q96KQ7; G9a H3K9 monomethylation, AlphaScreen, 2 h; Potency, µM (titrated, usually from 102 µM), without a hit: at the top dose activity, negative = inhibition, hits mostly inhibitors; hit rate 8.8% among 350,000; AID 504332; note: potency is the fitted concentration of half-maximal effect; % is set by controls: 0 for no effect and ±100 for the full control effect; nearly all actives have a fitted effect of over 75% in size
Target sequence (Q96KQ7 913-1193 limits assumed): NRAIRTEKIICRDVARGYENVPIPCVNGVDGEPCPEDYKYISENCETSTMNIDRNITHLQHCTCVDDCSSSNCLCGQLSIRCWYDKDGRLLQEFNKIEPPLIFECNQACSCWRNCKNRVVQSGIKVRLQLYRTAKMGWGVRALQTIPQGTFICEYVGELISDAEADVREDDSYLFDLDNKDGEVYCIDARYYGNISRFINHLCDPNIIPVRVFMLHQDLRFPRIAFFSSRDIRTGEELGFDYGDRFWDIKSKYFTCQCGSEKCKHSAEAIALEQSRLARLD
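Methyltransferase reactions run at room temperature for 2 h (20 nM enzyme, 500 nM biotin-H3K9 peptide, 20 uM SAM) after a 15 min compound preincubation; product detected by AlphaScreen beads and anti-H3K9me1 antibody.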
BAZ2B inh = inhibitors of human BAZ2B bromodomain | Q9UIF8 | AlphaScreen BAZ2B-H3K14Ac peptide displacement | Potency, µM (series often up to 114 µM), for inactives: at the highest dose activity change, negative = inhibition, most hits filed as inhibitors | hit rate 4.4% among 360,000 | AID 504333; note: potency is the fitted concentration of half-maximal effect; % is set by controls: 0 for no effect and ±100 for the full control effect; nearly all actives have a fitted effect of over 60% in size
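Protein-peptide AlphaScreen: BAZ2B 50 nM, b-H3K14Ac 50 nM, 1x PBS pH 7.4 + 0.01% Tween-20. Preincubation 30 min RT; cpd 30 min RT (top 110 uM); beads 20 min RT, light-protected.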
JMJD2A Tudor inh = JMJD2A Tudor domain (human) inhibition; AlphaScreen JMJD2A-Tudor / H3K4me3 peptide binding; Potency, µM (doses to about 114 µM), for inactives: top-dose activity change, negative = inhibition, usual class: inhibitors; hit rate 4.4% among 390,000; AID 504339; O75164; note: potency is the fitted concentration of half-maximal effect; % is set by controls: 0 for no effect and ±100 for the full control effect; nearly all actives have a fitted effect of over 50% in size
ERG Ets-DNA blk = blocks human ERG Ets domain binding to DNA; P11308; fluorescence polarization, His-ERG Ets domain / labelled DNA; Potency, µM (doses to about 76.9 µM), for inactives: at the top dose FP activity, negative = inhibition, most hits filed as inhibitors; hit rate 0.028% among 370,000; AID 624246; active = well fitted inhibition curve with a large enough effect in the polarisation, with a control signal flat; inconclusive = small, poorly fitted or top-dose-only effect, or effect the other way, or a change in a side signal; inactive = no such curve, though single readings can be large or run the other way; the % refers to the polarisation;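 note: polarization taken with two DNA probes labelled with fluorescein and Texas red; potency is the fitted concentration of half-maximal effect; % of control where 0% means no effect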
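His-tagged ERG Ets domain (1 uM in the protein solution; 300mM KCl, 50mM Tris-HCl, 1mM EDTA, 1mM DTT, pH 7.5) received compound, then a probe mix of 5 nM fluorescein-DNA and 100nM Texas-615-DNA. Fluorescence polarization was read for both dyes.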
Tb PGK inh = inhibitors of T. brucei phosphoglycerate kinase; P07378; Potency, µM (series often up to 57.5 µM), inactives show at the top dose activity change, negative = inhibition, actives largely listed as inhibitors; PGK/GAPDH coupled, Kinase-Glo luminescence, 60 min; hit rate 0.043% among 380,000; note: potency is the fitted concentration of half-maximal effect; % is set by controls: 0 for no effect and ±100 for the full control effect; nearly all actives have a fitted effect of over 60% in size
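Recombinant glycosomal PGK reaction used 1,3-bisphosphoglycerate generated in-well by GAPDH (100nM final) in 100mM TEA pH 7.6, 5mM MgCl2, 0.01% Tween-20. After 60 minutes at room temperature, ATP was read by Kinase-Glo Plus luminescence end-point.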
Pin1 inh = human Pin1 inhibition | Potency, µM (series often up to 115 µM), inactives show at the highest dose activity, negative = inhibition, hits mostly inhibitors | Pin1 FP peptide displacement, HiFluor488, 10 min | hit rate 0.009% among 390,000 | Q13526; active = well fitted inhibition curve with a large enough effect in the polarisation, with a control signal flat, not every such curve was filed as active; inconclusive = small, poorly fitted or top-dose-only effect, or effect the other way, or a change in a side signal; inactive = no such curve, though single readings can be large or run the other way; the % refers to the polarisation; note: potency is the fitted concentration of half-maximal effect; % is set by controls: 0 for no effect and ±100 for the full control effect
Target sequence (Q13526 whole entry, looked up): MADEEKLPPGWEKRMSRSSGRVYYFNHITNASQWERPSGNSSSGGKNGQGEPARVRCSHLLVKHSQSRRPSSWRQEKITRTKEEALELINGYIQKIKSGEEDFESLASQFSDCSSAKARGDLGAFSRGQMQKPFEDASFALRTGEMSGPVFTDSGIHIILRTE
PI4K2A inh = blocks human PI4K2A kinase activity. hit rate 0.13% among 420,000. purified PI4K2A, ADP-Glo luminescence, 1 h; hits give low values. activity change, negative = inhibition, % at 76.9 µM. Q9BTU6; in the data active = activity change below about -50%; inconclusive = mostly about -30% to -49%;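 note: -100% = wells without enzyme as full effect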
Target sequence (Q9BTU6 whole entry, looked up): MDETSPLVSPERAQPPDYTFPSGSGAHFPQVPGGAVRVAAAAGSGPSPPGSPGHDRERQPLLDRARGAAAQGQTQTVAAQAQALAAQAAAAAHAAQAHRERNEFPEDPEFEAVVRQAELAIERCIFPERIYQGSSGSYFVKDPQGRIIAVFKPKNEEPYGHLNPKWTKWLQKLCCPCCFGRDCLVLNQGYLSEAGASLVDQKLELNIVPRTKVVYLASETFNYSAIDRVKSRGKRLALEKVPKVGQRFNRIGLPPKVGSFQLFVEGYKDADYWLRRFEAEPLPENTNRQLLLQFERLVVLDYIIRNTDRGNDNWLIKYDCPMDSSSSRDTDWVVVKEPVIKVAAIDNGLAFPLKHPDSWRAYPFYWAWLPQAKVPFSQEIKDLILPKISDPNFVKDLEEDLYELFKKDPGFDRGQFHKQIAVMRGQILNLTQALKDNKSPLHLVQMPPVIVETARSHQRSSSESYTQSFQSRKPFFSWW
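PI4K2A activity was measured by ADP-Glo luminescence: enzyme (4 ug/mL stock) and phosphatidylinositol (1.2 mM stock) in Tris pH 7.5/MgCl2/EGTA/Triton X-100 buffer were reacted with ATP (300 microM stock) for one hour at ambient temperature.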
Starred values were filed as active, the others as inactive; i = inactive; ? = inconclusive; · = not tested or not shown; & = joins results of further samples; [ ] = another dose, or the depositor's remark. Unless noted, calls come from the whole dose curve; as a rule, active = well fitted curve in the direction sought with a large enough effect; inconclusive = small, poorly fitted or top-dose-only effect, or another doubt; inactive = no such curve, though single readings can be large; an effect the other way counts as inactive or inconclusive. Compounds as they come (roughly 11% active in at least one column).

GLS inhibitor | structure | HP1b binding inh | G9a inh | BAZ2B inh | JMJD2A Tudor inh | ERG Ets-DNA blk | Tb PGK inh | Pin1 inh | PI4K2A inh
-5% | Cc1c(C(=O)Nc2ccc(F)cc2F)nnn1-c1ccccc1Br | 53%[activator] | -42%[59 µM] | 0% | -5% | -1% | -4% | -1% | 0
-9% | CC12C(=O)N(Cc3ccco3)C(=O)C1C1c3ccccc3C2c2ccccc21 (stereo not drawn) | 12% | -33% | -30% | ? | -7% | 0% | ? | 6
-13% | COc1cc(NC(=O)c2cccs2)c(OC)cc1NC(=O)Cc1ccccc1 | -3% | -13%[59 µM] | -35% | -12% | -3% | -9% | 3% | -2
-7% | CCN1CCN(c2nc3c(S(=O)(=O)c4ccc(Br)cc4)nnn3c3ccsc23)CC1 | 62%[activator] | 10%[59 µM] | -2% | -10% | 4% | i | 0% | 0
-11% | COC(=O)C1C2CC3c4[nH]c5cc(OC)ccc5c4CCN3CC2CC(OC(=O)CC(C)=O)C1OC (stereo not drawn) | 7% | · | · | -25% | 6% | -1% | ? | -7
-3% | CCCCN(CC)C(=O)C1CCCN(S(=O)(=O)c2cccc3nsnc23)C1 (stereo not drawn) | 53%[activator] | 2% | 15% | -5% | 2% | -2% | -2% | -2
0% | COc1cc(Br)cc2cc(C(=O)NCC3CCCO3)c(=O)oc12 (stereo not drawn) | 25% | -13% | 3% | 42%[activator] | 1% | -2% | -3% | -7
3% | COc1cc(C(=O)Nc2cc(C(F)(F)F)ccc2N2CCOCC2)ccc1O | 29% | ? | -4% | 8% | -5% | i | -2% | 1
-1% | Cc1ccccc1NC(=O)CSc1nc(N)c(C#N)c(-c2cccs2)c1C#N | 42%[activator] | 10%[12.7 µM] | ? | -12% | -1% | i | 11% | -5
18% | O=C(Cn1nnc2ccccc21)OCC(=O)c1ccc(F)cc1 | 19% | -29% | 3% | 7% | 3% | 4% | 9% | 3
-4% | Cc1ccc(C)c(NC(=S)/C(=C(\[O-])c2ccc(OC(F)F)cc2)[n+]2ccccc2)c1 | 15% | 40µM* | ? | -8% | ? | i | 8% | 2
10% | O=c1c(N2CCN(c3cccc(C(F)(F)F)c3)CC2)csc2ccccc12 | -11% | ? | -20% | 45µM* | -8% | -2% | 4% | 5
-2% | O=C(Cc1cccs1)Nc1nc2ccccc2s1 | 55%[activator] | 19%[2.33 µM] | 0% | -2% | -2% | -5% | -1% | -10
15% | CCOc1ccc2nc(SCC(=O)Nc3ccc4[nH]c(=O)[nH]c4c3)[nH]c2c1 | 7% | 40µM* | ? | -26% | -4% | -3% | 4% | 2
1% | Cc1sc2ncn(-c3ccccc3)c(=O)c2c1C | 17% | 6% | -5% | -16% | 3% | i | -7% | 4
-1% | N#Cc1ccc(NC(=O)c2ccc3c(c2)nnn3C2CCCC2)cc1 | 42% | -6%[59 µM] | 4% | -4% | -3% | -2% | -2% | 1
· | COc1ccc(OC)c(Nc2nc(-c3cccc([N+](=O)[O-])c3)nc3ccccc23)c1 | 30% | -2%[12.7 µM] | -5% | -3% | 1% | -4% | 0% | -1
-19% | CCOc1ccc(/C=C(/C#N)c2nnc(N3CCOCC3)n2-c2ccccc2)cc1OC | -8% | · | · | -21% | 4% | -2% | -4% | 4
6% | CCOC(=O)NC(Nc1cc(C)ccn1)(C(F)(F)F)C(F)(F)F | 13% | ? | 4% | -6% | -2% | 2% | 1% | -4
19% | COc1ccc(NC(=O)C2CCCCN2S(=O)(=O)c2ccc(F)cc2)c(OC)c1 (stereo not drawn) | 2% | -49% | -39% | ? | -13% | -6% | ? | 3

Remaining list, next part
GLS inhibitor | structure | HP1b binding inh | G9a inh | BAZ2B inh | JMJD2A Tudor inh | ERG Ets-DNA blk | Tb PGK inh | Pin1 inh | PI4K2A inh
8% | CCOc1cc(C(=O)N2CCN=C2SC)cc(OCC)c1OCC | 29% | 4%[12.7 µM] | -3% | 3% | 13% | -5% | -9% | 4
1% | Cc1cc(C(F)F)nn1CC(=O)NC1CCCCCC1 | 10% | 79µM* | 1% | -6% | 3% | -1% | -2% | 0
6%&-8% | Cc1ccc(NC(=O)C2CCN(S(=O)(=O)c3cccs3)CC2)cc1 | 43%&7%[activator] | 5% | -16%&6% | -8%&-17% | 1%&0% | 1%&-3% | -1%&5% | -16&-1
12% | CNC(=O)Cn1nc(C)c2ccccc2c1=O | 24% | 17% | -4% | 1% | 5% | -5% | -4% | 1
1% | Cc1cc(C(=O)Nc2cccc([N+](=O)[O-])c2C)cs1 | 21% | · | 1% | -19% | -2% | -5% | 5% | -1
-14% | Cc1cccc(NC(=O)c2cccc(C(=O)Nc3cccc(C)c3)c2)c1 | -24% | -7%[2.33 µM] | 12% | ? | 13% | -4% | -1% | -13
3% | COc1ccc(CC(=O)OCC(=O)NC2CCCC(C)C2C)cc1OC (stereo not drawn) | 32% | · | · | -6% | 9% | 5% | -10% | 4
-16% | CCC1CN(S(=O)(=O)c2cc(-c3cc(C)no3)ccc2C)c2cc(C)ccc2O1 (stereo not drawn) | 2% | 7%[59 µM] | 4% | -13% | 7% | 0% | 2% | 5
-2% | COc1ccc(CCNS(=O)(=O)c2ccc(Cl)cc2)cc1OC | 31% | 3% | -3% | -10% | -26% | -2% | 0% | -6
11% | CCOC(=O)/C(=C\c1ccc(N2CCC(c3ccccc3)=N2)cc1)C(C)=O | 36%[activator] | · | · | -12% | 0% | i | ? | -3
0% | CC(C)(C)n1cnc2cc(NC(=O)c3ccccc3)ccc21 | 26% | -4% | -4% | -16% | -7% | -1% | -2% | -2
? | CC(C)(C)Cc1nnc(NC(=O)c2ccc3c(c2)OCO3)s1 | ? | 8.9µM* | -15% | -19% | -3% | -7% | 0% | 0
67%[activator] | Cc1cc(NS(=O)(=O)c2ccccc2)ccc1NS(=O)(=O)c1ccccc1 | 18%[57 µM] | · | · | 1% | 10% | -1% | 1% | 1
-4% | Cc1ccc(/C=N/NC(=O)c2ccco2)cc1 | 33% | · | -3% | -11% | -13% | -10% | -6% | 3
-12% | COc1cc(C(c2c(C)n(C)n(-c3ccccc3)c2=O)c2c(C)n(C)n(-c3ccccc3)c2=O)cc(Br)c1O | 6% | · | 3% | -17% | -1% | -1% | 2% | 7
-9% | Cc1cccc(Cn2ncc(Cl)c(Cl)c2=O)c1 | 41%[activator] | · | -6% | 6% | 6% | -7% | -9% | 15
-8% | Cn1c(SCC(=O)NCc2ccccc2)ncc(C(=O)Nc2ccccc2)c1=O | 18% | -8% | 11% | -12% | -2% | i | 19% | -5
9% | Cc1cc(N2C(=O)c3ccccc3C2=O)n(C)n1 | 37% | · | -25% | -1% | -11% | i | -2% | 5
8% | COc1cccc2cc(C(=O)NC3CC(C)(C)NC(C)(C)C3)c(=O)oc12 | 39%[activator] | · | · | 9% | -9% | -7% | -14% | 0
9% | Cn1c(=O)c2c(ncn2CC(=O)OCC(=O)NNC(=O)c2ccc(Cl)cc2)n(C)c1=O | 42% | 15%[12.7 µM] | 2% | -2% | · | -8% | -2% | 6

(listing goes on)
GLS inhibitor | structure | HP1b binding inh | G9a inh | BAZ2B inh | JMJD2A Tudor inh | ERG Ets-DNA blk | Tb PGK inh | Pin1 inh | PI4K2A inh
1% | C=C(Cl)COc1ccc2c(CCC)cc(=O)oc2c1 | 209%[activator] | 19%[12.7 µM] | 52%[activator] | 104%[activator] | 1% | -3% | -13% | 6
-1% | CCCNC(=O)c1ccc2snnc2c1 | 20% | 2%[59 µM] | -4% | 0% | 7% | -9% | 7% | 4
-14% | Cn1c(=O)c2ccccc2n(CC(=O)Nc2ccc3c(c2)OCCO3)c1=O | 11% | 13% | 6% | -5% | 2% | -2% | 4% | 1
0% | CCN(CC)C(=O)CCCc1c[nH]c2ccccc12 | -18% | -4% | -25% | -19%[57.1 µM] | 10% | -9% | 1% | 0
11% | CCn1c(N)c(C(=O)NCCOC)sc1=S | ? | 20%[12.7 µM] | 5% | 3% | -2% | 1% | -6% | 7
28% | COc1ccc(C(=O)NC(=S)NNC(=O)c2ccc(NC(=O)C(C)C)cc2)cc1 | -28% | 4.5µM* | 3% | ? | ? | 3% | -16% | 4
-3% | Cc1ccc(-c2nc3cc(NC(=O)c4cc5ccccc5o4)ccc3o2)cc1Cl | 51%[activator] | 9%[59 µM] | 4% | 6% | -1% | -6% | -16% | 1
16% | O=C(CCc1ccccc1)NN1C(=O)C2C3C=CC(C3)C2C1=O (stereo not drawn) | 41%[activator] | · | -5% | -6% | 3% | 1% | 2% | 2
-16% | Cc1cc(C)n(C(=O)c2ccc(S(=O)(=O)N3CCCC3)cc2)n1 | 35% | -30%[12.7 µM] | -5% | -5% | -10% | -8% | -5% | 8
1% | CC1CN(C(NC(=O)c2ccccc2)C(Cl)(Cl)Cl)CC(C)O1 (stereo not drawn) | 10% | -6%[59 µM] | 27% | -11% | 6% | -9% | 2% | -4
0% | CCOC(=O)N=Nc1c(O)n(CC(=O)OC)c2ccccc12 | 8% | -1% | 9% | -10% | -6% | -1% | 5% | -20
17% | CCOC(=O)c1c(C)n(C)c2ccc(O)c(S(=O)(=O)c3ccccc3)c12 | 8% | 11%[12.7 µM] | 14% | -15% | -7% | -4% | 2% | 0
